# 5HT1a antag = human 5-HT1a receptor antagonists, primary screen, cell-based, CHO, Ga15 NFAT-bla reporter; 5-hydroxytryptamine receptor 1A (Homo sapiens), P08908; CHO 5-HT1a Ga15 NFAT-bla reporter, antagonist mode; inhibition, % at 10 µM; 62,000 tested, 0.68% active; AID 612, 2007;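 active = inhibition above the mean of all tested compounds plus 3 SD, cut at about 43% in these data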;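 also: receptor stimulated by 5-CT agonist at 100 nM near EC80; beta-lactamase reporter measured by ratiometric fluorescence of a cleavable substrate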
# TNAP act mid DEA = human TNAP enzyme activators, primary screen, biochemical, luminescent, intermediate phosphate acceptor level; purified TNAP, CDP-star luminescence, 100 mM DEA, 30 min; stronger effect = higher value; scale: 0 levamisole-inhibited, 1 vehicle-only enzyme; 64,000 tested, under 10 active; activation factor at 20 µM;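 active = activation factor of at least 2 at 20 µM, relative to controls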
# Target sequence (P05186 whole entry, looked up): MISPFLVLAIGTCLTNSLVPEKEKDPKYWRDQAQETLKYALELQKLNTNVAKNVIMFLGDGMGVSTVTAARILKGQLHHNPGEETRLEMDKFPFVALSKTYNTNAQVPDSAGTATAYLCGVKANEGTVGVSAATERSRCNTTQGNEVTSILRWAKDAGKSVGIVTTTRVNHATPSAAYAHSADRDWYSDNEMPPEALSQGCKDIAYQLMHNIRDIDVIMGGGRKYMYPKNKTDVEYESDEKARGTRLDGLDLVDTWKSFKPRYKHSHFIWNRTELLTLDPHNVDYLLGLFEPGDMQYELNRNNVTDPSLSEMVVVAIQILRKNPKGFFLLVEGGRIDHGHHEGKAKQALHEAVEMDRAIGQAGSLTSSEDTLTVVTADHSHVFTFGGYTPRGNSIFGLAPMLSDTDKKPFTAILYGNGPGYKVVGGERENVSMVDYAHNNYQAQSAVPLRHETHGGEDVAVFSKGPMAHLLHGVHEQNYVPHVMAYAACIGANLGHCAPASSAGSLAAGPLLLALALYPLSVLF
# SF-1 act = activators of human SF-1, primary screen, cell-based, CHO-K1, Gal4-SF-1 LBD, luciferase luminescence. CHO-K1 Gal4-SF-1 LBD luciferase reporter; % increase over DMSO SF-1-specific signal. activation, % at 10 µM. 65,000 tested, 1.9% active. Steroidogenic factor 1 (Homo sapiens), Q13285;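 active = activation above the mean activation of all tested compounds plus 3 SD, cut at about 50% in these data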
# Target sequence (Q13285 whole entry, looked up, the tested form may be a part): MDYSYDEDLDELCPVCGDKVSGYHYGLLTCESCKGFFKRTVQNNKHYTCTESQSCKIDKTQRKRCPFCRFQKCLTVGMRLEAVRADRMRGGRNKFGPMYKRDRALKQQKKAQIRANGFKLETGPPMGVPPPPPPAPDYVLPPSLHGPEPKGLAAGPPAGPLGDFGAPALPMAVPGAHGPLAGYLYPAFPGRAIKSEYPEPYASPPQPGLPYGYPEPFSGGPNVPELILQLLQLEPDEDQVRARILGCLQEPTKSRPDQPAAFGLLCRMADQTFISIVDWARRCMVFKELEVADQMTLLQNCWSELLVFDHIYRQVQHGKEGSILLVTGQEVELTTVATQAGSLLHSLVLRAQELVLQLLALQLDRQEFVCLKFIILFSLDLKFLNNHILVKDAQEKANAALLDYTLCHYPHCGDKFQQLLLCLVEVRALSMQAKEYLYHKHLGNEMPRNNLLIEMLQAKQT
#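 Test system: CHO-K1 cells with Gal4–hSF-1 LBD chimera plus Gal4-driven luciferase; Input: 4,000 cells/well; Compound: 10 µM only; Times: 20 h compound treatment, 37 °C; Measured by: steady-glow luciferase luminescence, read after 15 min reagent incubation; Measure: percent activation versus DMSO; Control set: DMSO and mock-transfected background; Replicates: one test per compound.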
# RORa activator = activators of orphan receptor RORA, primary screen, cell-based, luminescence | Nuclear receptor ROR-alpha (Homo sapiens), P35398 | CHO-K1 Gal4-RORA LBD luciferase reporter; percent increase over mock-subtracted basal signal | activation, % at 10 µM | 65,000 tested, 1.5% active | AID 560, 2006;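 active = activation above the mean of all tested compounds plus 3 SD, cut at about 49% in these data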;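 also: 0% = DMSO-treated RORA cells and 100% = added signal equal to DMSO minus mock-transfected cells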
# Fluor 339 460 = intrinsic fluorescence of library compounds, ex339/em460 – biochemical, MLSMR library, data from DPM-DC assay, artefact control, profiling panel; fluorescence fold increase at 10 µM; compound autofluorescence, ex339/em460 nm, NADH buffer; stronger effect = higher value; 1 = no-compound wells, NADH background; 65,000 tested, 5.5% active;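 active = at 10 µM, mean starting fluorescence two-fold or more over control wells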;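 also: signal is the first read of a kinetic run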
# 5HT1a ag = human 5-HT1a receptor agonists, primary screen, cell-based, CHO, Ga15 NFAT-bla reporter; activation, % at 10 µM; CHO 5-HT1a Ga15 NFAT-bla reporter, FRET ratio; 0% basal, 100% maximal reference agonist; 5-hydroxytryptamine receptor 1A (Homo sapiens), P08908; 65,000 tested, 0.56% active; AID 567, 2006;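 active = activation above the screen-wide mean activation plus 3 SD, cut at about 19% in these data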;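 also: 0% = DMSO wells and 100% = 5-CT at EC100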
# NADH coupling = inhibitors of PK/LDH coupling enzymes, profiling panel, artefact control, biochemical, MLSMR library | coupled PK/LDH NADH assays, four targets | IC50, µM (doses to about 10 µM), for the others: at the top dose inhibition | 65,000 tested, 0.02% active | AID 774, 2007;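 active = single-dose screening hits from any of four coupled enzyme assays that gave an IC50 when retested across doses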;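 also: the DPM-DC format reads NADH fluorescence rather than 340 nm absorbance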
# A340 absorber = compound light absorbance at 340 nm, profiling panel, artefact control, biochemical, MLSMR library, data from PS, PMK, MK assays. 65,000 tested, under 10 active. compound absorbance at 340 nm, fold over control. fold change at 10 µM;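 active = at 10 µM dose, initial 340 nm absorbance at least 2 fold that of control wells; inactive = change under 2 fold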;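 also: initial absorbance extrapolated from kinetic A340 decline of NADH oxidation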
# MMP-13 inhibitor = human MMP13 inhibitors, primary screen, biochemical, FRET peptide cleavage. Collagenase 3 (Homo sapiens), P45452. MMP-13 fTHP FRET cleavage, Mca fluorescence. inhibition, % at 4 µM. 65,000 tested, 0.07% active. AID 570, 2006;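 active = inhibition above the mean of compound-free control plate wells plus 3 SD, cut at about 14% in these data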;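 also: 0% = DMSO wells and 100% = wells with reference MMP-13 inhibitor after basal subtraction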
# * marks the source's active call; other numbers are inactive results; i = inactive; . = not tested or not shown; [ ] = another dose, or the depositor's remark. Rows are unselected; about 8.9% have a hit in one of these screens.
SMILES,5HT1a antag,TNAP act mid DEA,SF-1 act,RORa activator,Fluor 339 460,5HT1a ag,NADH coupling,A340 absorber,MMP-13 inhibitor
CCOC(=O)c1cnc(=O)[nH]c1C,8,0.9,4,-3,1.1,-0.6,1%,1,3
C[C@@H](Nc1nc(-c2ccccc2)nc2c1oc1ccccc12)C(=O)O,20,0.9,-6,-12,1,-0.4,3%,1,0
Cc1ccc(CNC(=O)CN(C)S(=O)(=O)c2cccc3cccnc23)cc1,5,0.9,-16,-13,1.1,-0.3,3%,1,-1
CCOc1ccc(Oc2nc(NCC(C)C)nc(OC)n2)nn1,-1,1,4,6,1.1,0.5,5%,1,3
O=C1CC(C(=O)NCc2ccccc2)C2(CCCC2)O1 (configuration not stated),5,1,-19,-11,1.1,-1.2,3%,1,3
CCOC(=O)Nc1cccc(Cl)c1C,3,1,-4,-16,1.1,-3.1,3%,1,-3
O=C1CC(N(O)c2ccccc2)C(=O)N1Cc1ccccc1 (configuration not stated),8,0.8,-24,-20,1.1,-3.9,9%,1,0
Cc1cc(NC(=O)CCn2c(=O)sc3ccccc32)no1,7,.,0,17,1.1,-4.8,1%,1,-10
CCc1ccccc1Nc1ccc(C(=O)O)cc1N,16,0.9,60*,15,1.2,-0.8,10%,1,-31
Cn1c(=O)cc(OCC(=O)NCCCN2CCN(c3cccc(Cl)c3)CC2)c2ccccc21,28,0.9,10,-4,1,0.8,2%,0.99,1
COc1cccc(C2C(C(=O)c3cc4ccccc4o3)=C(O)C(=O)N2c2cc(C)on2)c1OC (configuration not stated),-10,0.9,3,1,1.1,1.2,3%,1.1,-1
O=C(NCC1CCCO1)C(C(=O)c1ccccc1)n1cc(Cl)ccc1=O (configuration not stated),-10,0.9,-8,-20,1,0.6,6%,0.99,4
COCC(=O)Nc1cc(=O)n(C)c(=O)n1C,-15,1,0,-7,1,-3.3,3%,1,1
c1ccc(-c2nnc(-c3ccco3)n2-c2ccccc2)cc1,4,0.9,15,-5,1,-1.8,2%,0.97,-9
COc1ccccc1N(CC(=O)Nc1ccc2c(c1)OCCO2)S(C)(=O)=O,-7,0.9,16,2,1,2.1,5%,0.98,-3
CCOC(=O)CCc1nn(C)c(=O)c2ccccc12,-4,0.9,0,-22,1.1,0.5,3%,1,-3
O=C1CCC(C(=O)OCC(=O)C23CC4CC(CC(C4)C2)C3)N1 (configuration not stated),6,0.9,-9,-7,1.1,-4.2,6%,1.1,0
CCOC(=O)N1CCN(c2cc(C)c(C(C)=O)cc2F)CC1,-10,1,-14,15,1.1,1.0,6%,1.1,3
O=C(CSc1ccc2nnc(-c3ccccn3)n2n1)NCc1ccco1,6,0.9,12,-25,1.2,-1.9,1%,1,-3
CCOC(=O)c1ccc(N=c2sc(C(=O)OC)cc(=O)n2CCCN2CCOCC2)cc1,32,1,-19,9,1,0.4,1%,1.1,3
C=CCn1c(SCC(=O)NCC(=O)OCC)nnc1-c1ccccn1,2,1,12,4,1.1,-0.6,5%,1,2
Cc1ccc(NC(=O)COc2ccc3oc4c(c3c2)CCCC4)nc1,-12,.,-13,-11,1.1,-2.5,1%,1.1,-2
O=C(NC1CCCC1)C(c1cccnc1)N(C(=O)c1csnn1)C1CC1 (configuration not stated),9,0.9,-18,6,1.1,-0.9,5%,1,0
CC(Oc1ccc(C(=O)NC2CCCCC2)cc1)C(=O)O (configuration not stated),3,0.9,-2,10,1.1,-1.2,0%,1.1,-7
CSc1ccccc1NC(=O)CN(c1cccc(C)c1)S(C)(=O)=O,18,1,-3,-10,1.1,-1.3,6%,1.1,7
COc1c(O)ccc2cnn(-c3ccccc3C)c(=O)c12,.,0.9,9,-20,1.5,1.2,5%,1.1,-1
COC(=O)Nc1cc(C)nc2ccccc12,-10,0.9,8,-12,1.1,-0.6,4%,1,-3
O=C(COC(=O)c1cc(S(=O)(=O)N2CCOCC2)cs1)c1ccccc1,0,0.9,-8,-8,1.1,-0.6,4%,0.97,-1
CCN(CCCNC(=O)CNC(=O)Cn1cnc2ccccc2c1=O)c1ccccc1,6,0.8,5,6,1,-2.9,5%,0.99,4
Cc1ccc(-c2cc(C(=O)NCCCN3CCOCC3)no2)cc1,0,1,-14,-17,1.1,-1.4,1%,1,4
CCOCCCNc1ncc2c(n1)CC(c1ccc(C)cc1)CC2=O (configuration not stated),-3,0.9,5,-20,1.1,2.0,7%,1,-9
Cc1cc(C)nc(N2CCCC(C(=O)Nc3cc(F)ccc3C)C2)n1 (configuration not stated),2,0.9,-8,-15,1.3,1.0,2%,1,-10
C=CCn1c(NC(=O)c2ccccc2Cl)c(C#N)c2nc3ccccc3nc21,16,1,-11,28,3.8*,19,9%[fluoresces],1.1,-18
CC(OC(=O)CCc1nc2ccccc2c(=O)[nH]1)C(=O)NCc1ccc2c(c1)OCO2 (configuration not stated),1,0.9,-3,-6,1.1,-1.8,7%,1,2
CC(=O)c1ccc(-n2nncc2C(C)(C)C)cc1,-16,0.9,1,2,1.1,-0.3,5%,0.98,4
COCCNC(=O)C(C)Oc1ccc(Cl)cc1Cl (configuration not stated),1,0.9,-5,-22,1.1,-1.7,1%,1,-1
CCCCCC(=O)N1CCN(CCN=CC2=C(O)CC(c3ccc(OC)c(OC)c3)CC2=O)CC1 (configuration not stated),-7,0.9,3,-15,1.1,-0.3,6%,1,-8
Cc1cc(OCc2nn[nH]n2)c2c(C)c(CC(=O)O)c(=O)oc2c1,-3,0.9,5,-8,3.9*,-4.9,3%[fluoresces],1.1,-188[fluorescence artefact?]
O=C(CSc1nnc(-c2ccccc2F)o1)OCc1ccccc1,2,0.9,8,17,1.1,1.0,2%,0.99,3
COc1ccc(NC(=O)c2oc3ccccc3c2NC(=O)COc2ccccc2OC)c(OC)c1,-4,0.9,-14,-25,5*,-4.6,5%[fluoresces],1.1,-2
COc1ccc(-n2c(Cc3cccn3C)nnc2SCC(=O)Nc2nccs2)cc1,-22,0.9,12,-15,1.2,-3.8,8%,1,4
O=C(O)c1[nH]nc2c1COc1ccccc1-2,-4,0,-8,7,1.1,-4.1,2%,0.99,-22
O=C1CC(c2cccc(Cl)c2)CC(O)=C1C=NCCCO (configuration not stated),-8,1,-21,4,1.1,-1.6,5%,0.98,7
Cc1ccccc1CN1CCN(C(=O)c2cccc(F)c2)CC1,0,0.9,-11,-21,1,-0.7,3%,1,5
COCCCNC(=O)c1cc2c(=O)n3cccc(C)c3nc2n(C(C)C)c1=N,-8,0.9,-3,-2,5.1*,7.4,13%[fluoresces],1,i[fluorescence artefact?]
CCCCOc1ccc(-c2nnn(C(C)(C)C(=O)OC)n2)cc1,-10,0.8,34,23,1,-0.1,6%,0.99,2
CC(=O)C1C(c2cn(-c3ccccc3)nc2-c2cccs2)NC(=O)NC1(O)C(F)(F)F (configuration not stated),-9,0.9,-5,12,1,-0.5,6%,1,-2
Cc1cc(NC(=O)c2noc3c2CCc2ccccc2-3)n(-c2ccccc2)n1,-7,0.5,2,-9,1.5,-0.1,9%,1.1,3
CCCc1cc(=O)n2[nH]c(NCc3ccccc3F)nc2n1,-20,0.9,-13,-12,1.1,-0.5,8%,1,-3
COc1ccc(S(=O)(=O)N2CCCN(CC(=O)Nc3cc(NC(C)=O)ccc3OC)CC2)cc1,16,1,-3,27,1.1,-0.6,0%,0.99,3

# New compounds follow:
SMILES,5HT1a antag,TNAP act mid DEA,SF-1 act,RORa activator,Fluor 339 460,5HT1a ag,NADH coupling,A340 absorber,MMP-13 inhibitor
O=C(O)CCCC(=O)Nc1nc(-c2ccccc2)cs1,6,0.9,3,17,1.1,-3.8,8%,0.98,4
Cc1nc(N2CCN(C)CC2)[nH]c(=O)c1Cc1cccc2ccccc12,1,0.9,-5,-10,1.1,-6.3,1%,1.1,7
COc1ccc(COC(=O)c2nc3nc(C)cc(C)n3n2)cc1F,-18,1,-4,-13,1,-0.4,7%,0.99,0
CCN(CC)S(=O)(=O)c1cccc(-c2nc3n(n2)Cc2ccccc2-3)c1,-17,0.9,61*,46,1,-2.5,2%,1,-1
CCn1c(COc2ccccc2C)nnc1SCC(=O)OC,-1,1,-15,-4,1,0.2,7%,0.99,9
Cn1nc(-c2ccc(Cl)cc2)c2cc(C(=O)NCCCN3CCCC3)sc21,0,0.9,56*,11,2.1*,1.2,6%[fluoresces],1.1,-123[fluorescence artefact?]
Cc1noc(C)c1CSc1nc2ccccc2n1CCc1ccccc1,11,0.8,2,-11,1.1,-3.0,7%,1,2
CCc1nc2ccccc2c(NC(=O)CN2CCC(C)CC2)c1C,1,1,2,-14,1.1,1.1,1%,1,-6
N#CCc1nc2n(n1)Cc1ccccc1-2,-3,0.9,5,-2,1.1,-1.3,5%,1,1
CCC1(C)CC(c2csc(N)n2)CCO1 (configuration not stated),-8,0.9,10,-1,1.1,0.3,3%,1,3
CCOc1ccccc1CNc1ccc(N2CCOCC2)c(C(=O)O)c1,5,0.9,1,2,2.2*,-1.1,5%,1,-3

# Some of the entries so far, bar-delimited:
canonical_smiles | 5HT1a antag | TNAP act mid DEA | SF-1 act | RORa activator | Fluor 339 460 | 5HT1a ag | NADH coupling | A340 absorber | MMP-13 inhibitor
CCCc1cc(=O)n2[nH]c(NCc3ccccc3F)nc2n1 | -20 | 0.9 | -13 | -12 | 1.1 | -0.5 | 8% | 1 | -3
COc1ccc(S(=O)(=O)N2CCCN(CC(=O)Nc3cc(NC(C)=O)ccc3OC)CC2)cc1 | 16 | 1 | -3 | 27 | 1.1 | -0.6 | 0% | 0.99 | 3
O=C(O)CCCC(=O)Nc1nc(-c2ccccc2)cs1 | 6 | 0.9 | 3 | 17 | 1.1 | -3.8 | 8% | 0.98 | 4
Cc1nc(N2CCN(C)CC2)[nH]c(=O)c1Cc1cccc2ccccc12 | 1 | 0.9 | -5 | -10 | 1.1 | -6.3 | 1% | 1.1 | 7
COc1ccc(COC(=O)c2nc3nc(C)cc(C)n3n2)cc1F | -18 | 1 | -4 | -13 | 1 | -0.4 | 7% | 0.99 | 0
CCN(CC)S(=O)(=O)c1cccc(-c2nc3n(n2)Cc2ccccc2-3)c1 | -17 | 0.9 | 61* | 46 | 1 | -2.5 | 2% | 1 | -1
CCn1c(COc2ccccc2C)nnc1SCC(=O)OC | -1 | 1 | -15 | -4 | 1 | 0.2 | 7% | 0.99 | 9
Cn1nc(-c2ccc(Cl)cc2)c2cc(C(=O)NCCCN3CCCC3)sc21 | 0 | 0.9 | 56* | 11 | 2.1* | 1.2 | 6%[fluoresces] | 1.1 | -123[fluorescence artefact?]
Cc1noc(C)c1CSc1nc2ccccc2n1CCc1ccccc1 | 11 | 0.8 | 2 | -11 | 1.1 | -3.0 | 7% | 1 | 2
CCc1nc2ccccc2c(NC(=O)CN2CCC(C)CC2)c1C | 1 | 1 | 2 | -14 | 1.1 | 1.1 | 1% | 1 | -6

# Assay outcomes (PubChem)
